# Compound activity as filed in PubChem.
# AT treatment: potential ataxia-telangiectasia treatments restoring KAP-1 phosphorylation | […] A-T fibroblasts, KAP-1 phosphorylation AlphaLISA; neocarzinostatin DNA damage 30 min before lysis | Potency, µM (highest dose often 57.5 µM), for the others: at the top dose activation, most hits filed as activators | actives 0.19% (n = 320,000) | AID 485349; note: potency is the fitted concentration of half-maximal effect; % of control where 0% means no effect; nearly all actives have a fitted effect of over 45% in size
#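 hTERT-immortalized A-T patient fibroblasts ([…]), 500 cells/well in OPTI-MEM, 1% FBS, got compounds for 60 min, then NCS for 30 min at 37C. Lysates were then assayed for phospho-KAP-1 by AlphaLISA (anti-pKAP1 donor, anti-KAP1 acceptor beads), 6 hr at 25C.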
# KCNH2 WT inh: KCNH2 (human, wildtype) channel inhibition; Q12809; U2OS, BacMam KCNH2, thallium flux FluxOr; stronger effect = lower value; activity change, % at 1.84 µM; actives 0.37% (n = 340,000); AID 720551;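 active = maximum activity change below -70%; inconclusive = maximum activity change between -70% and -50%; inactive = maximum activity change above -50%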; note: % is set by controls: 0 for no effect and ±100 for the full control effect
#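 U2OS cells were transduced with wild-type KCNH2 virus (2.03 x 10^8 / mL) for 4 h at room temperature, then cultured overnight at 37 C. Thallium flux was read with FluxOr dye. Rate constants were normalized to DMSO controls.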
# GALK inhibitor: blocks human galactokinase activity | P51570 | Purified GALK, Kinase-Glo residual ATP luminescence | Potency, µM (doses to about 57.5 µM), inactives show at the highest dose activity change, negative = inhibition, usual class: inhibitors | actives 0.007% (n = 270,000) | AID 1868; note: potency is the fitted concentration of half-maximal effect; % is set by controls: 0 for no effect and ±100 for the full control effect
#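 The enzyme phosphorylates galactose (100 uM) using ATP (35 uM); inhibition is detected as higher residual ATP, quantified by bioluminescence after 1 h reaction at room temperature, pH 8.0.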
# MBNL1-CUG inh: inhibitors of human MBNL1 binding to CUG repeat RNA; TR-FRET MBNL1-His/biotin-(CUG)12 binding, 665/545 ratio; Potency, µM (top dose mostly 57.5 µM), for inactives: at the top dose activity change, negative = inhibition, hits mostly inhibitors; Q9NR56; AID 2675; actives 0.036% (n = 280,000); active = well fitted inhibition curve with a large enough effect in the signal ratio, with a control signal flat, not every such curve was filed as active; inconclusive = small, poorly fitted or top-dose-only effect, or effect the other way, or a change in a side signal; inactive = no such curve, though single readings can be large or run the other way; the % refers to the signal ratio; note: potency is the fitted concentration of half-maximal effect; % is set by controls: 0 for no effect and ±100 for the full control effect
# Target sequence (Q9NR56 whole entry, looked up): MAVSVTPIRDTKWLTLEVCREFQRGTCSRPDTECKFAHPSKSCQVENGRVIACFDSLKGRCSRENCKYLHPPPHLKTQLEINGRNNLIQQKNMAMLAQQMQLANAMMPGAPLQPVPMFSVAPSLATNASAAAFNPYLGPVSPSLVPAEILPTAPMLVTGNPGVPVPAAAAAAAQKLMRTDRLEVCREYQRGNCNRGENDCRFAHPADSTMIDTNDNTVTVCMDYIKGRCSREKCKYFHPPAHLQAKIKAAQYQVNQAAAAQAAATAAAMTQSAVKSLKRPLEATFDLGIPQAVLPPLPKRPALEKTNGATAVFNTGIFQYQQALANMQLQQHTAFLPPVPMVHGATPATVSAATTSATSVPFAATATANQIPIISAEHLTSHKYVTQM
#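 Inhibition of protein-RNA binding appears as loss of TR-FRET between terbium anti-His antibody on MBNL1-His and streptavidin-XL665 on biotin-(CUG)12. Activity is normalized to buffer-only and uninhibited-complex controls.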
# a7 integrin act: integrin-mediated muscular dystrophy alleviation activation; actives 0.064% (n = 350,000); AID 624291; alpha7betagal myoblasts, beta-gal FDG fluorescence, 48 h; Potency, µM (top dose mostly 38.3 µM), for inactives: at the top dose activation, usual class: activators;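 note: potency is the fitted concentration of half-maximal effect; 100% = response of the positive control SU9516; nearly all actives have a fitted effect of over 60% in size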
#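 alpha7betagal+/- myoblasts (passage 13, 250/well) treated 48 h at 37C with compounds at 1:260 dilution of DMSO stock. Lysed, then beta-galactosidase activity read as FDG fluorescence (ex 480/em 540) after 30 min, with pre-read for autofluorescence.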
# FBPA coupling cs: inhibits coupling enzyme system, counter-screen for aldolase hits; coupling enzyme system counterscreen, AmpLite Red fluorescence; activity change, negative = inhibition, % at 58.2 µM, hits read low; actives 0.67% (n = 290,000); AID 2472; in the data active = activity change below about -30%; note: % is set by controls: 0 for no effect and ±100 for the full control effect
#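 Coupling enzymes only (glyceraldehyde-3-phosphate) + compound, at 57.5 uM final, 10 min RT; add substrate/coupling/AmpLite Red mix, 20 min RT; fluorescence ex 525/em 598 nm. Actives flag coupling-system interference.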
# TRPV1 agonist: activates the human vanilloid receptor TRPV1. TRPV1-expressing cells, Fluo-8 calcium influx, agonist mode. activation, % at 8.33 µM. actives 0.19% (n = 320,000). AID 540275; in the data active = activation above about 80%; inconclusive = between about 30% and that limit; note: 0% is about no effect
#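 Cells expressing TRPV1 were dye-loaded with Fluo-8 and read kinetically: 10 s baseline, 3 min after compound (agonist portion), then 2 min after EC20 capsaicin (allosteric enhancer portion). Calcium-bound dye fluorescence at 480/520 nm.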
# CXXC DNA block: blocks binding of human MLL CXXC domain to DNA. AID 2662. actives 0.037% (n = 290,000). Q03164. Potency, µM (top dose mostly 115 µM), without a hit: at the top dose activity change, negative = inhibition, actives largely listed as inhibitors. MLL-CXXC / FITC-HOXA9 DNA fluorescence polarization; active = well fitted inhibition curve with a large enough effect in the polarisation, with a control signal flat, not every such curve was filed as active; inconclusive = small, poorly fitted or top-dose-only effect, or effect the other way, or a change in a side signal; inactive = no such curve, though single readings can be large or run the other way; the % refers to the polarisation; note: potency is the fitted concentration of half-maximal effect
#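 Fluorescence polarization: 7 uM MLL-CXXC (stock) preincubated 5 min with compounds, then 50 nM fluorescein-HOX-A9 DNA (stock) added; 30 min ambient. Buffer 50 mM Tris-HCl pH 7.5, 50 mM NaCl, 1 mM DTT, 0.05% BSA.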
# KCNH2 3.1 inh: inhibitors of human KCNH2 3.1 potassium channel isoform | actives 0.95% (n = 340,000) | U2OS KCNH2 3.1, thallium flux FluxOr; stronger effect = lower value | activity change, % (tested at about 1.8 µM);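 active = maximum activity change below -70%; inconclusive = maximum activity change from -70% to -50%; inactive = maximum activity change above -50%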;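 note: thallium influx rate constant from kinetic fluorescence after stimulation buffer; % is set by controls: 0 for no effect and ±100 for the full control effect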
#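 Kinetic fluorescence (2 min after stimulation buffer) measures Tl+ influx through KCNH2 3.1 expressed by viral transduction in U2OS cells; the rate constant is normalized against DMSO controls serving as positive and negative references.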
# ASM inhibitor: human S-ASM enzyme inhibition | P17405 | placental ASM, HMU-PC fluorogenic substrate, 60 min | Potency, µM (series often up to 57.5 µM), for the others: at the top dose activity change, negative = inhibition, actives largely listed as inhibitors | actives 0.006% (n = 340,000) | AID 504937; note: potency is the fitted concentration of half-maximal effect
# Target sequence (P17405 47-631 limits assumed): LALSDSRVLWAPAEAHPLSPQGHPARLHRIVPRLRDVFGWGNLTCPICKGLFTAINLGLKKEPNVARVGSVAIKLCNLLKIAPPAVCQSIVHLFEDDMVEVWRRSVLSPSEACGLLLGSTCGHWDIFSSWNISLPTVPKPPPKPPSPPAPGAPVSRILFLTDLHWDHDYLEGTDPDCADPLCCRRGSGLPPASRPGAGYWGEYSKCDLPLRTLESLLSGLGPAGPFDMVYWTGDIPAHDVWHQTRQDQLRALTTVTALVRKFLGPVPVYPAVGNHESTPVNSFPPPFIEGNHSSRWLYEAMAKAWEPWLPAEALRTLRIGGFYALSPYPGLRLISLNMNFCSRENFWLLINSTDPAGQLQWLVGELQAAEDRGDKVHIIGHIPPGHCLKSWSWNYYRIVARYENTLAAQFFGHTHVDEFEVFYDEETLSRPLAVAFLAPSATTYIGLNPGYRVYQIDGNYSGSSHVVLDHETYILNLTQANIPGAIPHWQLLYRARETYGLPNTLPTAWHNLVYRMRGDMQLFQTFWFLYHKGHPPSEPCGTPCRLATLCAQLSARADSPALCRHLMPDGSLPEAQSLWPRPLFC
#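 Fluorogenic HMU-PC substrate (9 uM final) is turned over by placental ASM in 60 min at 37 C after a 10 min compound preincubation. Reaction ended by alkaline stop (pH 10), with fluorescence read at 386/447 nm.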
# * = called active by the depositor; u = inconclusive; x = not tested or not shown; [ ] = another dose, or the depositor's remark. Unless noted, calls come from the whole dose curve; as a rule, active = well fitted curve in the direction sought with a large enough effect; inconclusive = small, poorly fitted or top-dose-only effect, or another doubt; inactive = no such curve, though single readings can be large; an effect the other way counts as inactive or inconclusive. Compounds as they come; 2% or so of the library scored in one or more.
SMILES,AT treatment,KCNH2 WT inh,GALK inhibitor,MBNL1-CUG inh,a7 integrin act,FBPA coupling cs,TRPV1 agonist,CXXC DNA block,KCNH2 3.1 inh,ASM inhibitor
CSc1nc(Oc2ccccc2)c2sccc2n1,3%,-5,2%,u,0%,2,24,10%,-33,-8%
COc1ccc(NC2=CC(=S)NC(C)(C)C2)cc1,1%,8,-2%,3%,6%,-3,-4,34%[activator],5,-2%
O=C(Nc1ccccn1)c1ccc2ccccc2c1O,0%,-1,0%,18%,42%,-13,4,-2%,-13,45%[activator]
Cc1ccc(C(=O)Nc2c(C)cc(-c3ccccc3)oc2=O)cc1,-1%,5,-1%,9%,30%,-2,15,-17%,4,3%
Cc1ccc(C)c(NC(=O)CCN2CCN(c3ccccc3F)CC2)c1,0%,2,5%,0%,-14%,1,25,u,-12,-2%
COC(=O)c1cc(=O)n(Cc2ccco2)c(=Nc2ccc(F)cc2)s1,3%,11,1%,7%,-18%,4,-2,4%,6,-10%
CC(=O)Oc1cc2c(C(=O)NCCN3CCOCC3)c(C)oc2c2ccccc12,-2%,4,0%,-8%,-53%[inhibitor],-41*,13,7%,x,-1%
O=C(O)CCCN1C(=O)C2C3c4ccccc4C(c4ccccc43)[C@@H]2C1=O (some centres not stated),-5%,24,2%,-7%,-6%,8,0,2%,-134*,-1%
c1ccc(-c2cn3ccccc3n2)cc1,x,-1,x,x,17%,x,x,x,2,0%
COCCN(C(=O)C(C)C)c1nnc(-c2ccc(C(C)(C)C)cc2)s1,15%,-25,-2%,10%,1%,-6,7,10%,-3,-5%
COc1ccccc1N1CCN(C(=O)c2cc(=O)c3c(C)cc(C)cc3o2)CC1,u,-19,-2%,-1%,-22%,-3,-4,-6%,2,-3%
CCC(C)Sc1nc(O)cc(=O)[nH]1 (configuration not stated),1%,-7,2%,9%,4%,0,-2,-8%,-2,-2%
CC1CCC(NC(=O)CCS(=O)(=O)c2ccc3c(c2)NC(=O)CO3)CC1 (configuration not stated),-1%,6,-1%,-1%,1%,-1,-1,1%,-14,3%
Cc1ccc(-n2c(SCC(=O)N/N=C/c3ccc(C)s3)nnc2-c2ccccc2)cc1,1%,-5,3%,2%,-9%,9,-4,1%,-19,-20%
O=C(NCc1ccncc1)Nc1ccc(F)cc1,-2%,-14,-2%,-2%,20%,6,3,-1%,0,5%
CCOc1ccc(CCNC(=O)C2(c3ccccc3)CC2)cc1OCC,-13%,15,-7%,-7%,1%,x,-1,-9%,-18,1%
O=C(NCc1ccccc1)c1ccc(C(=O)NCc2ccccc2)cc1,x,-2,x,x,13%,x,x,x,8,0%
CCOn1c(=O)c(-c2ccc(OC)c(OC)c2)[n+]([O-])c2ccccc21,3%,4,-3%,u,-1%,1,1,0%,-17,2%
CN(CCN1CCOCC1)Cc1nc(-c2cccs2)no1,5%,3,9%,0%,19%,0,0,-1%,0,3%
Cc1c(C)c2ccc(OCC(=O)N3CCN(c4ccccc4)CC3)cc2oc1=O,4%,-15,-1%,7%,11%,-5,1,-8%,-5,-6%
Cc1ccc(S(=O)(=O)N(C)CC(=O)NCC(c2ccc(F)cc2)N2CCOCC2)cc1 (configuration not stated),-3%,x,x,x,30%,x,-2,x,14,4%
CCCCCCn1cnc2c(oc3nc4c(cc32)CCCC4)c1=O,0%,-4,0%,2%,u,0,-4,-7%,0,-8%
O=C(Nc1ccc(Cl)c([N+](=O)[O-])c1)C(Sc1ccccc1)c1ccccc1 (configuration not stated),10%,-4,0%,11%,-39%,3,19,8%,-29,-7%
CCCCC1C2=C(CCCC2=O)OC2=C1C(=O)CCC2,0%,-9,0%,3%,-11%,-9,-3,7%,-12,6%
O=C(NCC(c1cccnc1)N1CCN(c2ccccc2F)CC1)C1CCCCC1 (configuration not stated),x,1,1%,-2%,-22%,1,10,-8%,26,0%
COCC(COS(N)(=O)=O)C(C)C (configuration not stated),-5%,-16,x,-10%,3%,0,-4,-3%,-2,1%
O=C(COc1ccccc1Cl)NCc1ccco1,0%,50,0%,2%,2%,-2,-2,1%,1,0%
CC(=O)Nc1ccc(N/C=C/C(=O)c2ccc(Br)cc2)cc1,12%,6,0%,9%,0%,-1,3,7%,-21,2%
COc1cccc(CN2CCNC(=O)C2CC(=O)N(C)CC2CCOCC2)c1OC (configuration not stated),4%,4,-2%,7%,23%,-4,5,1%,-16,-1%
CC(OC(=O)C(NC(=O)c1ccco1)C(C)C)C(=O)Nc1ncc(Cl)cc1Cl (configuration not stated),-1%,-4,-1%,-5%,-21%,3,1,-15%,14,3%

# 9 structures already listed, sorted by SMILES length, ascending.
SMILES,AT treatment,KCNH2 WT inh,GALK inhibitor,MBNL1-CUG inh,a7 integrin act,FBPA coupling cs,TRPV1 agonist,CXXC DNA block,KCNH2 3.1 inh,ASM inhibitor
COCC(COS(N)(=O)=O)C(C)C (configuration not stated),-5%,-16,x,-10%,3%,0,-4,-3%,-2,1%
O=C(COc1ccccc1Cl)NCc1ccco1,0%,50,0%,2%,2%,-2,-2,1%,1,0%
CN(CCN1CCOCC1)Cc1nc(-c2cccs2)no1,5%,3,9%,0%,19%,0,0,-1%,0,3%
CCCCC1C2=C(CCCC2=O)OC2=C1C(=O)CCC2,0%,-9,0%,3%,-11%,-9,-3,7%,-12,6%
CCCCCCn1cnc2c(oc3nc4c(cc32)CCCC4)c1=O,0%,-4,0%,2%,u,0,-4,-7%,0,-8%
CCOc1ccc(CCNC(=O)C2(c3ccccc3)CC2)cc1OCC,-13%,15,-7%,-7%,1%,x,-1,-9%,-18,1%
O=C(NCc1ccccc1)c1ccc(C(=O)NCc2ccccc2)cc1,x,-2,x,x,13%,x,x,x,8,0%
COc1cccc(CN2CCNC(=O)C2CC(=O)N(C)CC2CCOCC2)c1OC (configuration not stated),4%,4,-2%,7%,23%,-4,5,1%,-16,-1%
Cc1ccc(S(=O)(=O)N(C)CC(=O)NCC(c2ccc(F)cc2)N2CCOCC2)cc1 (configuration not stated),-3%,x,x,x,30%,x,-2,x,14,4%

# Next entries follow.
SMILES,AT treatment,KCNH2 WT inh,GALK inhibitor,MBNL1-CUG inh,a7 integrin act,FBPA coupling cs,TRPV1 agonist,CXXC DNA block,KCNH2 3.1 inh,ASM inhibitor
Cc1cc(C(=O)Nc2cccc(O)c2)co1,4%,-4,-1%,-1%,-5%,-7,u,5%,-4,1%
O=[N+]([O-])c1ccc(NN=Cc2ccccc2O)nc1,x,-10,x,x,-25%,x,x,x,0,4%
CCc1ccc2nc(N3C(=O)c4oc5ccccc5c(=O)c4C3c3ccc(OC)c(OC)c3)sc2c1 (configuration not stated),2%,x,x,u,x,1,5,-6%,x,x
O=C(CN1CCN(S(=O)(=O)c2ccc3ccccc3c2)CC1)N1CCc2ccccc2C1,-2%,1,-7%,-3%,-10%,-7,8,-1%,-18,-4%
CCOC(=O)N1CCN(C(=O)CN(c2ccc(OC)cc2)S(C)(=O)=O)CC1,5%,-2,-1%,-11%,1%,-2,0,0%,11,-1%
COc1cc(C(=O)NNC(=S)NC(=O)c2ccccc2C)cc(OC)c1OC,-10%,1,2%,1%,-23%,9,6,-5%,-11,5%
O=C(c1cc2ccccc2o1)N1CC=C(c2ccccc2)CC1,-2%,1,-3%,-4%,4%,-2,u,0%,2,-1%
CCOCc1nnc(NC(=O)CSc2ccc(C)cc2)s1,-3%,-15,-3%,-6%,-14%,-2,-2,-3%,3,1%
COc1ccc(CCN(C)c2ncnc3sccc23)cc1OC,-5%,-84*,-2%,0%,24%,-5,1,5%,4,-4%
COC(=O)c1ccc(-n2c(C)ccc2-c2ccccc2)cc1,-4%,30,0%,-1%,-33%,4,7,1%,10,-5%
